Assay outcomes as filed in PubChem.
Tb PFK inh = blocks T. brucei phosphofructokinase | O15648 | actives 0.17% (n = 330,000) | T. brucei PFK, ADP-Glo luminescence | Potency, µM (titrated, usually from 57.5 µM), inactives show at the top dose activity, negative = inhibition, usual class: inhibitors;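 also: potency is read from the fitted curve at half-maximal effect; 0% = uninhibited 1x PFK enzyme wells and -100% = no-enzyme wells; nearly all actives have a fitted effect of over 60% in size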
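Luminescent ADP detection (ADP-Glo, two-step: ATP depletion then ADP-to-ATP conversion for luciferase) reported PFK activity after 45 min room-temperature reaction of 1.25 nM enzyme with 0.5 mM F6P and 0.1 mM ATP at pH 8.0.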
Eya2 phos inh = inhibitors of human Eya2 phosphatase activity | O00167 | recombinant Eya2, OMFP fluorescence dephosphorylation (OMFP is methylfluorescein phosphate) | Potency, µM (highest dose often 76.9 µM), inactives show at the top dose activity, negative = inhibition, hits mostly inhibitors | actives 0.006% (n = 330,000); also: potency is read from the fitted curve at half-maximal effect; % is scaled to controls: 0 for no effect and ±100 for the full control effect
Target sequence (O00167 whole entry, looked up): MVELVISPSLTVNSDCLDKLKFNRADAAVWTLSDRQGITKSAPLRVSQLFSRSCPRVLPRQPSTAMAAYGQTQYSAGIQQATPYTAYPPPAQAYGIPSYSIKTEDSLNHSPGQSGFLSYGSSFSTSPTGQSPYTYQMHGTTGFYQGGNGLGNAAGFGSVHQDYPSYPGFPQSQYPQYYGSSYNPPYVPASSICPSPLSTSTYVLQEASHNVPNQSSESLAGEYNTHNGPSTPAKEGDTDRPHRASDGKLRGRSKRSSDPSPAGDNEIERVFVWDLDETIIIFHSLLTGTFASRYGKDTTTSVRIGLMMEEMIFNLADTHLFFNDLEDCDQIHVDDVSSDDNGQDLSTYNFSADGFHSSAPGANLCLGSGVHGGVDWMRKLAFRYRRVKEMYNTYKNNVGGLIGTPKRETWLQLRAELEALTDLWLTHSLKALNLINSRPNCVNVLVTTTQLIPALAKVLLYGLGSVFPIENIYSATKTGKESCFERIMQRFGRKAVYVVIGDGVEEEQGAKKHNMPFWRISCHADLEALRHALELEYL
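Eya2 protein (added as 0.2 uM solution) was preincubated with compound for 10 min at ambient temperature in 50 mM HEPES pH 7.5, 50 mM NaCl, 5 uM MgCl2, 0.05% BSA, 1 mM DTT. OMFP (added at 50 uM) then reacted 10 min; fluorescence read at 485/525 nm.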
AT treatment = potential ataxia-telangiectasia treatment; Potency, µM (highest dose often 57.5 µM), inactives show top-dose activation, usual class: activators; actives 0.19% (n = 320,000); […] A-T fibroblasts, KAP-1 phosphorylation AlphaLISA; neocarzinostatin DNA damage 30 min before lysis; AID 485349; also: potency is read from the fitted curve at half-maximal effect; % of control where 0% means no effect; nearly all actives have a fitted effect of over 45% in size
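ATM-like activity read as KAP-1 phosphorylation via AlphaLISA donor/acceptor antibody pairs after lysis and 6 hr at 25C. Cells were ATM-null patient fibroblasts ([…], hTERT), dosed 60 min, then exposed to the DSB inducer NCS for 30 min.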
ASM inhibitor = inhibitors of human secretory acid sphingomyelinase; placental ASM, HMU-PC fluorogenic substrate, 60 min; actives 0.006% (n = 340,000); AID 504937; Potency, µM (highest dose often 57.5 µM), without a hit: top-dose activity change, negative = inhibition, usual class: inhibitors; also: potency is read from the fitted curve at half-maximal effect
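Fluorescence read-out (Ex 386 nm, Em 447 nm) after stopping the reaction at pH 10. Enzyme: ASM from human placenta; substrate HMU-PC0, 9 uM final; 60 min, 37 °C. Compound preincubation 10 min, ambient temperature.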
Mito fusion act = inhibitors of mitochondrial division or activators of mitochondrial fusion. S. cerevisiae fusion-defective mutant growth rescue, CellTiterGlo 48 h. Potency, µM (top dose mostly 46.1 µM), for the others: at the top dose growth rescue (activation), hits mostly activators. actives 0.23% (n = 320,000). AID 485298;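 also: potency is read from the fitted curve at half-maximal effect; % of control where 0% means no effect; nearly all actives have a fitted effect of over 45% in size; temperature-sensitive fusion mutants such as fzo1-1 at 37 °C on non-fermentable ethanol glycerol medium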
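Read-out: ATP-based luminescence (CellTiterGlo, 10 min ambient) reporting growth of fusion-defective ts yeast after 48 hours at 37C on glycerol/ethanol YPEG medium in the presence of compound.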
a7 integrin act = integrin-mediated muscular dystrophy alleviation activation; alpha7betagal myoblasts, beta-gal FDG fluorescence, 48 h; Potency, µM (series often up to 38.3 µM), for inactives: at the highest dose activation, actives largely listed as activators; actives 0.064% (n = 350,000);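 also: potency is read from the fitted curve at half-maximal effect; 100% = response of the positive control SU9516; nearly all actives have a fitted effect of over 60% in size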
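Alpha7betagal+/- myoblasts (passage 13) were plated 16-24 hr, then exposed to compounds (1:260 dilution of DMSO stock) for 48 hours at 37C. After MPER lysis, β-galactosidase reporter activity was read as FDG fluorescence (ex 480/em 540) after 30 minutes.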
TSHR antag = human thyrotropin receptor antagonism; TSHR-expressing cells, TSH-stimulated cAMP HTRF, 2 h; stronger effect = lower value; activity change, negative = inhibition, % at 11.5 µM; P16473; actives 0.2% (n = 330,000);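 active = activity change below a set negative limit, meaning inhibition stronger than a set level, cut at about -70% in these data; inconclusive = activity change between two set negative limits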; also: % is scaled to controls: 0 for no effect and ±100 for the full control effect
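Competitive HTRF cAMP read-out (cryptate anti-cAMP antibody, cAMP-d2; 30 min, room temperature) in freshly harvested TSHR cells. Compounds added before TSH at EC80 (4nM final), followed by 2 hours' incubation at 37 deg C.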
PTAP TSG101 blk = blocks PTAP/TSG101 interaction to inhibit HIV-1 budding; Q99816; Fluorescence polarization, FITC-PTAP peptide / Tsg101 binding; Potency, µM (doses to about 115 µM), inactives show top-dose activity change, negative = inhibition, actives largely listed as inhibitors; 340,000 tested, under 10 active; AID 493005; active = well fitted inhibition curve with a large enough effect in the main read-out, with a control signal flat, not every such curve was filed as active; inconclusive = small, poorly fitted or top-dose-only effect, or effect the other way, or a change in a side signal; inactive = no such curve, though single readings can be large or run the other way; also: potency is read from the fitted curve at half-maximal effect; % of control where 0% means no effect
Target sequence (Q99816 whole entry, looked up): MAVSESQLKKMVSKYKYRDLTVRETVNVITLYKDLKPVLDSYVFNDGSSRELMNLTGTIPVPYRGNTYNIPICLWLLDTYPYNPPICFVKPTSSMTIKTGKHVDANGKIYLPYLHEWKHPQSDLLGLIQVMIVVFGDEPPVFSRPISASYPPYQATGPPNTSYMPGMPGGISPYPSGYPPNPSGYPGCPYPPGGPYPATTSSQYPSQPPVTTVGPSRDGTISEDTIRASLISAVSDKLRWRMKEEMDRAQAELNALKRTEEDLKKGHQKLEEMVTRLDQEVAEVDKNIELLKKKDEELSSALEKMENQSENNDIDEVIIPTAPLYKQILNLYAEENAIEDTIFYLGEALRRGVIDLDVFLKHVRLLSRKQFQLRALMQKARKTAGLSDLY
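Steps: Tsg101 binding domain dispensed (10 uM final), compounds pinned in DMSO, FITC-labeled PTAP-motif peptide added (50 nM final); after 20 min binding at room temperature, polarization measured.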
Chronic BCR inh = chronic active BCR signaling inhibition; actives 0.05% (n = 340,000); Potency, µM (titrated, usually from 46.1 µM), for the others: at the highest dose ratio change, negative = lower green/red ratio, hits mostly inhibitors; ABC-DLBCL IkBa-CBG/CBR reporter, luminescence ratio, 4 h; active = well fitted inhibition curve with a large enough effect in the signal ratio, with a control signal flat, not every such curve was filed as active; inconclusive = small, poorly fitted or top-dose-only effect, or effect the other way, or a change in a side signal; the % refers to the signal ratio;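 also: potency is read from the fitted curve at half-maximal effect; plate controls were basal doxycycline-induced cells for no effect and cells given 10 µM MG132 for full effect; MG132 reads +100%, hits lower the ratio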
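Concentration-response series (up to 46 uM) were applied to TMD8 dual-reporter cells for 4 h at 37C with doxycycline. Green/red ratio, after filter-overlap correction, defined %Activity; red signal alone was normalised to basal cells and zero luminescence.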
ELG1 repair inh = inhibitors of ELG1-dependent DNA repair in HEK293T cells. actives 2.3% (n = 330,000). HEK293T ELG1-luciferase reporter, luminescence, 16 h; DNA damage induced by 5-fluorouridine. AID 504467. Potency, µM (highest dose often 46.1 µM), without a hit: at the top dose activity change, negative = inhibition, usual class: inhibitors; also: potency is read from the fitted curve at half-maximal effect; % is scaled to controls: 0 for no effect and ±100 for the full control effect; nearly all actives have a fitted effect of over 55% in size
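Reporter activity after DNA damage by 5-fluorouridine is monitored. Compound-treated cells incubate 16 hr at 37 °C, then ONE-Glo is added for 30 min before luminescence reading.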
TCR act = activates T cell receptor signaling; primary human leukocytes, anti-CD3, IL-2 HTRF, 48 h; Potency, µM (series often up to 9.22 µM), for inactives: at the top dose activation of IL-2 secretion, actives largely listed as activators; 330,000 tested, under 10 active; AID 504894; also: % of control where 0% means no effect
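Primary human leukocytes incubated 48 hr with anti-CD3 beads plus compound, without co-stimulation. Secreted IL-2 measured by HTRF (europium cryptate/d2 anti-IL-2 pair, 320 nm excitation, 665 nm emission).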
* hit, by the source's call; ? = inconclusive; nt = no result given; [ ] = another dose, or the depositor's remark. Unless noted, calls follow the shape of the dose curve; as a rule, active = well fitted curve in the direction sought with a large enough effect; inconclusive = small, poorly fitted or top-dose-only effect, or another doubt; inactive = no such curve, though single readings can be large; an effect the other way counts as inactive or inconclusive.

Values run as follows: Tb PFK inh, Eya2 phos inh, AT treatment, ASM inhibitor, Mito fusion act, a7 integrin act, TSHR antag, PTAP TSG101 blk, Chronic BCR inh, ELG1 repair inh, TCR act
COC(=O)C1=C(C(C)=O)C(c2ccc(C(=O)OC)cc2)n2nnnc2N1 (stereo not given)
    4.2%, 17.1%, -2.6%, -2.0%, 0.1%, -8.2%, 1.0, -4.4%, 5.8%, 2.1%, -25.1%
Cn1c(SCC(=O)NC2CC2)nnc1-c1ccccn1
    -1.5%, 2.9%, -2.0%, 1.6%, 1.5%, 18.7%, -7.5, -2.8%, 3.6%, -10.4%, 6.0%
CCc1ccccc1NC(=S)N(Cc1cccnc1)Cc1ccco1
    0.2%, 3.3%, 6.7%, 4.4%, 0.9%, -17.9%, 12.6, -5.0%, 0.1%, -5.0%, 3.6%
O=C(c1cccc(F)c1)N1CCN=C1SCc1cccnc1
    2.8%, 6.8%, 21.5%, -1.3%, -6.2%, -8.9%, 5.4, 3.3%, -9.3%, -14.0%, -5.1%
CCC(C)c1ccccc1NC(=O)c1cccc(-n2cnnn2)c1 (stereo not given)
    14.2%, 5.5%, 11.9%, -3.6%, nt, ?, -14.2, -2.7%, 1.7%, 5.3%, 7.0%
CN(C)c1cccc(C(=O)OCC(=O)c2ccc[nH]2)c1
    -0.3%, -28.2%, -2.8%, 7.2%, -3.8%, 29.6%, 12.0, -6.6%, -10.3%, ?, -5.5%
O=C(O)CSc1cc(C(=O)c2cc(F)ccc2O)cn2c(=O)c3c(-c4ccccc4)csc3nc12
    2.7%, -0.2%, 1.3%, 0.6%, 4.7%, ?, -24.1, -7.0%, ?, -4.4%, -0.7%
CCCCn1c(N)c(N(CCC(C)C)C(=O)C2=NN(c3ccccc3)C(=O)CC2)c(=O)[nH]c1=O
    -1.5%, -6.7%, -4.5%, 9.2%, -0.3%, 3.9%, -2.4, 0.6%, 0.1%, ?, 4.9%
Cc1cccc(C(=O)OC2CCOC2=O)c1O (stereo not given)
    2.2%, 6.4%, 0.3%, 2.2%, -1.1%, 11.3%, 5.6, 0.4%, 29.6%, 6.6%, -5.2%
CC(C)n1nnc2ccccc2c1=O
    8.1%, -1.5%, 16.5%, -0.4%, -1.2%, -1.9%, 11.4, -3.3%, -3.6%, 14.8%, -1.7%
COc1ccc(-c2sc3ccccc3c2-c2ccc(OCCN(C)C)cc2)cc1
    -0.3%, -18.4%, -12.2%, ?, nt, -44.5%[inhibitor], 6.4, 1.3%, -1.3%, ?, 2.8%
O=C(CC1(O)C(=O)Nc2cc(Cl)cc(Cl)c21)c1ccccc1O (stereo not given)
    0.8%, -1.1%, nt, -4.4%, 1.1%, -53.6%[inhibitor], -4.4, -3.3%, ?, 1.4%, 0.7%[46.1 µM]
Cc1ccnc(NC(=O)c2cccc(S(=O)(=O)N3CCN(c4ccc(F)cc4)CC3)c2)c1
    0.0%, -3.9%, -0.2%, -0.6%, ?, -6.5%, 4.2, -6.5%, 3.9%, ?, -2.2%
O=C1CCc2cc(S(=O)(=O)N3CCC(C(=O)NCCC4=CCCCC4)CC3)ccc2N1
    -2.0%, 5.1%, 2.1%, 4.7%, -4.4%, -1.5%, -4.2, -7.1%, ?, 9.9%, -29.6%
CCCOc1ccc(-c2cnc(SCC(N)=O)nc2N)cc1
    -4.1%, 4.7%, 8.6%, -2.4%, 0.8%, -25.7%, -6.8, -1.8%, 0.9%, 4.4%, 0.4%
CC1CN(S(=O)(=O)c2csc(C(=O)Nc3ccccc3)c2)CC(C)O1 (stereo not given)
    2.0%, -23.5%, 15.7%, -1.8%, 0.7%, 0.0%, -5.3, nt, -10.2%, -10.3%, 5.0%
Cc1ccc(-c2c(C(=O)N/N=C/c3cccnc3)nnn2-c2nonc2N)cc1
    -0.4%, -9.0%, 0.7%, -2.2%, 1.2%, -5.4%, -8.5, -0.4%, -2.5%, -0.2%, -1.7%
COc1ccccc1CNC(=O)CNC(=O)c1ccc(Br)o1
    0.2%, -3.5%, 2.5%, -1.6%, 1.4%, 9.8%, 1.8, -2.4%, -4.4%, 1.1%, 8.2%
Cc1ccccc1Oc1ncccc1C(=O)/C(C#N)=C/N(C)C
    -0.2%, -0.9%, 15.3%, 3.5%, 5.2%, -11.6%, 13.9, nt, 4.2%, 3.6%, nt
COc1cc(Nc2ccc(C)cc2)c([N+](=O)[O-])nc1[N+](=O)[O-]
    -2.1%, 9.3%, -6.9%, -3.0%, 10.1%, -33.3%, -7.2, -9.6%, -6.0%, -0.1%, 9.6%[46.1 µM]
CN(C)/C=C1\SC(=S)N(c2ccc(Br)cc2)C1=O
    -3.1%, -12.8%, -4.5%, 30.0%, 1.3%, -10.5%, 3.4, ?, ?, ?, -0.2%
COCC(=O)N1CCCC(N(C)CCc2ccc(OC)c(OC)c2)C1 (stereo not given)
    -2.0%, -5.8%, -17.7%, -0.9%, 1.3%, -8.7%, 42.5, -6.2%, -4.1%, ?, -11.5%
O=C(c1ccco1)[C@@H]1[C@@H]2C(=O)N(c3ccc(F)cc3)C(=O)[C@@H]2C2c3ccccc3C=CN21 (stereo not given in full)
    12.2%, -17.3%, -4.1%, nt, -0.1%, nt, -10.5, nt, -1.4%, 3.3%, nt
Cc1cc(C)n(Cc2ccccc2F)c(=O)c1C#N
    -3.3%, 5.7%, -17.1%, -3.0%, 3.8%, 14.6%, 27.2, -7.2%, ?, 2.8%, -0.5%
O=C(c1cccs1)N1CCN=C1SCc1cccnc1
    3.1%, 15.1%, 1.5%, -0.3%, 5.0%, 2.2%, -3.2, -1.9%, 1.4%, ?, -4.8%
Cc1nn(C)cc1CNC(=O)COc1ccc(Cl)cc1Cl
    -3.7%, -2.6%, 2.7%, 4.9%, 0.7%, 24.6%, 4.7, -8.2%, ?, -7.6%, 3.9%[46.1 µM]
O=C(COc1ccc(S(=O)(=O)NC2CCCCC2)cc1Cl)Nc1ccc2c(c1)OCO2
    1.5%, -26.2%, -0.3%, -19.3%, 5.4%, 7.1%[7.66 µM], -5.7, -8.8%, ?, ?, 5.3%
O=C(NCc1cccc(Cl)c1)c1ccc(S(=O)(=O)Nc2cccc(C(F)(F)F)c2)cc1
    -22.7%, -12.9%, -7.0%, -3.9%, -2.0%, ?, -13.7, -4.8%, 18.8%, -18.0%, -5.1%[46.1 µM]
COc1ccc(C(C)=O)cc1Cn1nc(C)c([N+](=O)[O-])c1C
    -7.3%, 8.9%, 1.4%, 0.0%, 2.4%, 0.0%, 5.5, -2.2%, -4.4%, 0.6%, -1.9%
O=C(COc1ccccc1)NCCSCc1ccco1
    ?, 6.8%, -5.4%, -1.9%, -3.8%, -23.6%, 4.5, -2.0%, ?, 27.8%, -1.8%
CCC(C)C(NC(C)=O)C(=O)NC(=O)NC(c1ccccc1)c1ccccc1 (stereo not given)
    4.6%, ?, 0.0%, 1.6%, -0.7%, 29.0%, -1.6, -9.8%, -18.2%, -6.4%, 0.2%
